Source: PubChem (The Scripps Research Institute Molecular Screening Center)
PP5 inh = PP5 (human) phosphatase inhibition | P53041 | inhibition, % at 6.7 µM | purified PP5c, OMFP substrate fluorescence | hit rate 0.18% among 320,000 | AID 1987;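 active = inhibition above the campaign's mean inhibition across all tested compounds plus 3 SD, cut at about 9.5% in these data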;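 note: 0% = DMSO only and 100% = 100 µM cantharidin control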
Target sequence (P53041 whole entry, looked up): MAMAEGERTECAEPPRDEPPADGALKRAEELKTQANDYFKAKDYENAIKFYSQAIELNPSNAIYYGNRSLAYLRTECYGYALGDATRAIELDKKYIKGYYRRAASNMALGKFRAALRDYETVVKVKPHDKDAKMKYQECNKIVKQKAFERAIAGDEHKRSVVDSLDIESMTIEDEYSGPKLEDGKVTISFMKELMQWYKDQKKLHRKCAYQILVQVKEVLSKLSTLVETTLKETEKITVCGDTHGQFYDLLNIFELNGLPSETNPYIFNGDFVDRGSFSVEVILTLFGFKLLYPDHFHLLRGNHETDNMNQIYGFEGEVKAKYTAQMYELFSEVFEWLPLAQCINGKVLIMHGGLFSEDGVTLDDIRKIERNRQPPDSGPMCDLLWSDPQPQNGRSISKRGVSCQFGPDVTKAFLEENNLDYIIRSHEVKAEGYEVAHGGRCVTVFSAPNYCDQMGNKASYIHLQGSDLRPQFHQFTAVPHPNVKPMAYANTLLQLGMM
core dimer inh = blocks dimerization of HCV core protein | inhibition, % at 5 µM | hit rate 0.33% among 300,000 | TR-FRET GST/Flag-core106 dimerization, 1536-well;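 active = inhibition above the mean of all tested compounds plus 3 SD, set per screening campaign, cut at about 45% in these data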
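System: GST/Flag-tagged HCV core106 proteins. Incubation: compound-protein-antibody incubation 4 h at 22.5 °C. Technique: HTRF with 340 nm excitation, 617/671 nm emission. Medium: KF-containing HEPES buffer, pH 7.45, DTT, CHAPS, BSA. Read-out: inhibition (%) from 671 over 617 nm ratio. Also added: Eu(K)-anti-GST 90 ng/mL plus XL665-anti-Flag 1 µg/mL.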
procasp3 activ = procaspase-3 (human) activation. activation, % at 8.5 µM. P42574. hit rate 0.11% among 330,000. recombinant procaspase-3 D3A, Ac-DEVD-pNA absorbance 405 nm;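 active = activation above the mean of all tested compounds plus 3 SD, cut at about 21% in these data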;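 note: 0% = DMSO alone and 100% = DMSO wells spiked with extra 5 µM PC-3 D3A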
Target sequence (P42574 whole entry D9A/D28A/D175A): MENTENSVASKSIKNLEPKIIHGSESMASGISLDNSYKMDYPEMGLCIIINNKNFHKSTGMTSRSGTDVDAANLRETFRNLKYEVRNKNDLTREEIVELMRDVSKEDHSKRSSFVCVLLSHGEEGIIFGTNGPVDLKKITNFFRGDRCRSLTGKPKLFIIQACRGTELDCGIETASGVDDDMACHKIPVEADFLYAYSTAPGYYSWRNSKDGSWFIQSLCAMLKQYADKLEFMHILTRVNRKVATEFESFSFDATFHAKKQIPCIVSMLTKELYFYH
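System: Procaspase-3 D3A mutant. Medium: Zinc-free 300 mM NaCl, 50 mM HEPES, 0.01% Triton X-100. Schedule: 1 h preincubation plus 2 h reaction at 25 °C. Measured by: 405 nm absorbance of p-nitroaniline, reads at 0 and 120 min. Read-out: percent activation relative to control range.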
AHR act = human AHR activation. AHR-responsive luciferase reporter cells, luminescence. activation, % at 5 µM. hit rate 2.5% among 320,000. AID 2796; in the data active = activation above about 47%;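 note: 0% = vehicle wells and 100% = reference agonist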
PP1 inh = PP1-alpha (human) inhibition in PP5 counter-screen. P62136. purified PP1alpha, OMFP fluorescence. inhibition, % at 6.7 µM. hit rate 0.9% among 320,000. AID 2235;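 active = inhibition above the mean inhibition of all tested compounds plus 3 SD, computed separately for each screening campaign, cut at about 15% in these data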
Target sequence (P62136 whole entry, looked up): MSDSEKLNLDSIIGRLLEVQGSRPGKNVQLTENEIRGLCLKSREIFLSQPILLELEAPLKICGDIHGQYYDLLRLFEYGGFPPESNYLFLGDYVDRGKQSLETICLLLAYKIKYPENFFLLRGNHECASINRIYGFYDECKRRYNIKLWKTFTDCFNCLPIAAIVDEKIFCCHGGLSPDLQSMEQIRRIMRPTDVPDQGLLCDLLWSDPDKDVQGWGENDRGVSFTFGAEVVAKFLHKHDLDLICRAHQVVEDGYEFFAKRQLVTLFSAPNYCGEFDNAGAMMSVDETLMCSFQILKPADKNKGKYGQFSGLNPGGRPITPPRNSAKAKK
proCasp7 act = activates human procaspase-7, counter-screen for procaspase-3 activators. recombinant procaspase-7, Ac-DEVD-pNA absorbance 405 nm; D23A/D198A/D206A triple mutant, cannot self-cleave; scale: DMSO 0, 5 µM enzyme 100. activation, % at 8.5 µM. hit rate 0.093% among 330,000. AID 463210;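 active = percent activation above the screen-wide mean plus 3 SD, cut at about 25% in these data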
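Assay system: Uncleavable procaspase-7 mutant enzyme | Input: 2 µM procaspase-7 mutant as dispensed | Timing: 1 h compound preincubation, 2 h substrate cleavage, 25 °C | Repeats: One well per compound | Control set: DMSO wells as 0%, DMSO with 5 µM added PC-7 as 100% | Technique: Epi-absorbance of released pNA at 405 nm, two timepoints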
PAFAH2 inh = PAFAH2 (human) inhibition; recombinant PAFAH2, FP-rhodamine activity probe, fluorescence polarization; inhibition, % at 3.39 µM; hit rate 0.99% among 340,000;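 active = inhibition above the mean over all tested compounds plus 3 SD, cut at about 30% in these data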;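 note: inhibitors block probe labeling of enzyme so polarization drops; 0% = enzyme with DMSO and 100% = wells lacking PAFAH2 protein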
Fh CTSL1 inh = counter-screen for PFM18AAP inhibitors: inhibitors of F. hepatica cathepsin L1; recombinant F. hepatica cathepsin L1, Z-Leu-Arg-MCA fluorescence; inhibition, % at 5.96 µM; hit rate 0.49% among 300,000; AID 1906;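 active = inhibition above the mean of all tested compounds plus 3 SD, set per screening campaign, cut at about 17% in these data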;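 note: 0% = plate median of test compound wells and 100% = 1 µM Z-Phe-Ala-diazomethylketone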
TPT1 inhibitor = inhibitors of Candida albicans tRNA 2'-phosphotransferase TPT1; recombinant caTPT1, FP RNA substrate dephosphorylation; inhibition, % at 5 µM; hit rate 0.81% among 300,000; AID 1962;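 active = inhibition above the mean of all tested compounds plus 3 SD, set per screening campaign, cut at about 24% in these data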;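 note: plate controls were DMSO alone for no effect and ferristatin control at 100 nM for full effect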
* marks the source's active call; other numbers are inactive results; · = no result given.

The first three records, ahead of the listing:
SMILES	PP5 inh	core dimer inh	procasp3 activ	AHR act	PP1 inh	proCasp7 act	PAFAH2 inh	Fh CTSL1 inh	TPT1 inhibitor
O=C(CSc1nc2ccc([N+](=O)[O-])cc2s1)NCC1CCCO1 (stereo not given)	1.4	4	-5	1	-3	7	3	-1	-2
CCOC(=O)c1ccc(N=c2sc(C(=O)OC)cc(=O)n2Cc2ccc3c(c2)OCO3)cc1	2.8	14	-2	-1	-1	-5	8	-3	-5
CCOc1ccc(C2CC(c3cccc(OC)c3)Nc3ncnn32)cc1 (stereo not given)	0.5	-1	-1	-1	3	8	3	1	-4

All compounds of this part, from the start:
SMILES	PP5 inh	core dimer inh	procasp3 activ	AHR act	PP1 inh	proCasp7 act	PAFAH2 inh	Fh CTSL1 inh	TPT1 inhibitor
O=C(CSc1nc2ccc([N+](=O)[O-])cc2s1)NCC1CCCO1 (stereo not given)	1.4	4	-5	1	-3	7	3	-1	-2
CCOC(=O)c1ccc(N=c2sc(C(=O)OC)cc(=O)n2Cc2ccc3c(c2)OCO3)cc1	2.8	14	-2	-1	-1	-5	8	-3	-5
CCOc1ccc(C2CC(c3cccc(OC)c3)Nc3ncnn32)cc1 (stereo not given)	0.5	-1	-1	-1	3	8	3	1	-4
CCOC(=O)C1(CCCc2ccccc2)CCN(Cc2cnn(C)c2)CC1	1.3	0	0	5	-2	-1	3	-3	-2
Cc1c(NC(=O)CN2CCCc3ccccc32)c(=O)n(-c2ccccc2)n1C	-1.8	-4	-3	2	1	5	-1	1	-1
Cc1ccc(S(=O)(=O)N(CCCO)CC(O)CON=C2c3ccccc3-c3ccccc32)cc1 (stereo not given)	4.1	-6	7	11	3	7	-12	5	-5
O=C(NCCCN1CCCC1=O)c1ccc(S(=O)(=O)Nc2ccccc2)cc1	-0.2	0	-6	2	-9	0	5	1	-3
O=C(C(Sc1ccccc1)c1ccc(Br)cc1)N1CCOCC1 (stereo not given)	2.1	12	-5	-2	-4	6	-3	4	0
CCCCNC(=O)CCC(=O)Nc1ccc2nc(N3CCN(C)CC3)cc(C)c2c1	-1.4	-1	15	3	-2	4	-1	-2	-2
CCC(=O)NNc1nc2c(F)cc(F)cc2s1	-0.3	-12	2	2	-4	16	-3	2	-1
CCOC(=O)C1(CCCc2ccccc2)CCN(Cc2nccn2CC)CC1	2.0	2	2	7	-11	0	2	0	0
O=C(NCCCn1ccnc1)c1cc2nc(-c3ccc(Br)cc3)cc(C(F)(F)F)n2n1	0.7	-4	8	6	7	0	0	8	0
N/C(=N/O)c1nc(N2CCCC2)nc(N(c2ccccc2)c2ccccc2)n1	0.5	4	-2	0	0	5	-7	-1	1
COc1cc(-c2nc3ccccn3c2/N=C/c2ccc(F)cc2)ccc1O	2.9	-24	-7	1	5	-5	15	-3	-2
COc1ccc(CNC(=O)Cn2nc(C(F)(F)F)c(Br)c2C)cc1	0.5	0	-3	4	-1	3	5	-2	-1
CCOc1ccccc1NC(=O)c1nnn(-c2ccc3c(c2)OCCO3)c1N	4.3	8	8	0	3	-1	-17	3	-4
O=C(COC(=O)C1CC2CCCC(C1)C2=O)NC1CCCCC1 (stereo not given)	-1.5	·	-3	0	-6	3	63*	·	·
CC(=O)Nc1ccc(NS(C)(=O)=O)cc1	3.1	-6	6	0	0	-3	7	-5	-1
CC(CC(=O)Nc1cccc(Cl)c1)c1ccccc1 (stereo not given)	-0.9	-3	-6	10	-4	0	-5	-1	-4
Cc1ccc(NC(=O)C(c2ccccc2)c2ccccc2)nc1	3.1	-11	2	-3	1	-5	-3	2	-3
Cc1cc(-c2nn(C)c(=O)c3ccccc23)ccc1CNC(=O)NC1CCCCC1	-0.2	8	-8	1	4	8	6	-3	-3
COc1ccc(CSc2nnc(CNS(C)(=O)=O)o2)cc1	1.8	-6	0	2	1	12	2	0	-4
CCOc1ccc(CCNC(=O)CCc2nnc3ccc(N4CCCCC4)nn23)cc1OCC	2.1	-1	8	1	0	1	5	-1	-2
CCN(Cc1nc(-c2ccccc2)no1)C(=O)COc1cccc(OC)c1	1.8	4	-6	0	-4	3	-7	-3	2
COc1ccccc1NC(=O)CSc1nnc(CC(=O)Nc2ccccc2)n1C	1.0	-6	10	6	-1	1	-1	6	1

Complete entries, quoted from the list. Order of screens: PP5 inh, core dimer inh, procasp3 activ, AHR act, PP1 inh, proCasp7 act, PAFAH2 inh, Fh CTSL1 inh, TPT1 inhibitor
`Cc1cc(-c2nn(C)c(=O)c3ccccc23)ccc1CNC(=O)NC1CCCCC1` in the list: -0.2, 8, -8, 1, 4, 8, 6, -3, -3
`CCOC(=O)c1ccc(N=c2sc(C(=O)OC)cc(=O)n2Cc2ccc3c(c2)OCO3)cc1` in the list: 2.8, 14, -2, -1, -1, -5, 8, -3, -5

(list continues)
SMILES	PP5 inh	core dimer inh	procasp3 activ	AHR act	PP1 inh	proCasp7 act	PAFAH2 inh	Fh CTSL1 inh	TPT1 inhibitor
Cc1cc(C)n2cc(CSC3=NCCS3)nc2n1	-1.2	-3	0	4	0	7	2	9	0
O=C(c1ccccc1Cc1ccccc1)N1CCN(S(=O)(=O)c2ccc(F)cc2)CC1	2.9	2	10	-3	-1	4	2	-3	-4
CC(=O)Nc1ccc(-c2nnc(SCc3ccc(C)cc3)n2C)cc1	1.5	-1	-1	1	-1	2	-2	-3	0
O=C(CSC(=S)N1CCCC1)Nc1ccc(Br)cc1Cl	-1.5	1	1	-2	-2	4	-6	-3	1
O=c1[nH]c2ccc(Cl)cc2c(-c2ccccc2)c1SC(=S)N1CCOCC1	3.3	1	-17	3	5	-3	-3	0	-5
CC1CCN(CCNC(=O)c2ccc(NC(=O)C3CCCO3)cc2)CC1 (stereo not given)	1.6	-2	-4	-1	0	17	-9	-3	1
COc1ccc(Cn2nnnc2CN(CCCN2CCOCC2)Cc2cc3cc(OC)ccc3[nH]c2=O)cc1	0.4	3	3	2	-4	8	-6	1	-1
Cc1cccc(-c2cc3nc(-c4ccccc4)cc(N4CCC5(CC4)OCCO5)n3n2)c1	1.1	8	17	20	0	30*	-9	20*	-1
CCOC(=O)CSc1nnc(C)c(C)n1	4.5	1	-8	1	3	3	2	-1	1
COc1nccnc1NS(=O)(=O)c1ccc(NC(=O)c2cccc(C)c2)cc1	-2.5	-2	-2	1	-11	13	-3	-2	-3
Cc1ccc(CNC(=O)C2CCC(=O)N2C(C)C)cc1 (stereo not given)	-0.1	-1	-4	3	-1	-5	-8	6	-1
COc1cc2ccccc2cc1C(=O)NC1CCCC1	·	·	-7	77*	·	9	9	·	·
Cc1noc(C)c1C(=O)N1CCCC(C(=O)c2cccc(OC(C)C)c2)C1 (stereo not given)	1.8	1	2	5	1	6	-1	0	-1
NNc1nc(-c2ccccc2)c2ccccc2n1	2.5	-1	1	27	3	-1	7	2	-3
CS(=O)(=O)N(CC(N)=O)c1ccc2c(c1)OCO2	-1.3	5	-1	2	0	3	5	1	0
CCOc1cc(N2CCOCC2)c(OCC)cc1NC(=O)COc1ncnc2ccc(Br)cc12	-5.3	-9	5	17	0	6	1	4	-6
CC(=O)Nc1sc2c(c1C(c1cccc(Cl)c1)N1CCN(CCO)CC1)CCCC2 (stereo not given)	2.4	-4	1	1	1	-2	2	0	-2
C[C@@H]1CCC[C@@]2(O[C@H](CCO)C[C@H](O)[C@H]2O)O1	-1.0	9	3	0	-2	4	-2	3	-3
Fc1ccc(Nc2ccnc(Nc3ccc(F)cc3)n2)cc1	7.3	-7	2	26	7	2	2	-1	1
CC(C)CNC(=S)NNC(=O)c1ccccc1OC(F)F	-0.6	-3	-2	0	-2	1	5	-1	3
COc1ccc(OC)c(/C=C/C(=O)OCC(=O)Nc2cccc(Oc3ccccc3)c2)c1	2.1	-1	23*	4	-2	17	14	-2	1
Cc1c(C(=O)N(CC(C)C)c2c(N)n(Cc3ccccc3)c(=O)[nH]c2=O)sc2nc3n(c(=O)c12)CCC3	1.5	4	8	0	-1	4	-4	6	0
CCOCCCNC(=O)C(c1ccc(C)cc1)N(Cc1ccc2c(c1)OCO2)C(=O)c1cnccn1 (stereo not given)	0.8	-1	-6	0	-1	-8	-3	5	0
CC(Sc1ccc(S(=O)(=O)N2CCOCC2)cc1[N+](=O)[O-])C(=O)O (stereo not given)	0.8	8	-10	1	-4	-21	-3	-2	-1
N#Cc1c(NC(=O)Cn2c(=O)oc3ccccc32)oc(-c2ccccc2)c1-c1ccccc1	0.0	44	0	2	15	8	15	4	2

Additional records follow:
SMILES	PP5 inh	core dimer inh	procasp3 activ	AHR act	PP1 inh	proCasp7 act	PAFAH2 inh	Fh CTSL1 inh	TPT1 inhibitor
CC(=O)c1ccc(NS(=O)(=O)c2cccc(C)c2)cc1	-0.1	5	1	4	1	-9	-3	12	-4
Cc1cc(C)c(S(=O)(=O)c2cccc(Cl)c2)c(Cl)n1	1.6	-7	-1	0	-4	9	3	4	0
O=C(COc1ccc(Br)cc1)NCCCN1CCCC1=O	-2.9	·	0	2	-6	3	5	·	·
CCOC(=O)N1CCC(=NNC(N)=O)CC1	-1.6	-2	-2	1	-3	5	-1	-1	-1
O=C(CCNC(=O)c1ccco1)Nc1cccc(Br)c1	1.6	-2	-6	-1	-4	18	-4	-1	2
CCOc1ccc(S(=O)(=O)N2CCCC(C(=O)NCc3cccnc3)C2)cc1C (stereo not given)	3.0	-19	9	1	2	-12	4	3	-3
Cc1cc2sc(NC(=O)c3ccco3)nc2cc1Cl	0.6	4	3	-3	4	-4	0	-1	3
Cc1ccc(OCC(=O)c2cc(C)n(-c3ccccc3)c2C)c([N+](=O)[O-])n1	3.0	7	-10	-4	3	-35	6	-1	-2
CCCn1c(=O)c2ccccc2n2c(SCc3nc4ccccc4s3)nnc12	-1.2	11	0	21	-1	-19	-8	0	11
O=C(NNC(=O)c1n[nH]c(=O)c2ccccc12)c1ccc(Br)cc1	-0.7	7	-7	4	-1	2	0	2	-2
CCc1ccc(OCC(=O)Nc2ccc(S(=O)(=O)N3CCCC3)cc2)c(Br)c1	4.9	7	-4	-3	-2	-3	-25	-3	-6
CCOC(=O)C1CCN(CC(=O)Nc2ccc(OC)c(S(=O)(=O)N3CCCCC3)c2)CC1	·	·	3	-2	·	3	3	·	·
Cc1ccc(Nc2nc(/N=C/N(C)C)n[nH]2)cc1C	-1.4	-19	-13	19	-1	3	1	0	-3
CCOC(=O)c1c(C2COc3ccccc3O2)csc1N (stereo not given)	6.3	-5	4	33	-4	-3	2	0	3
c1ccc(Nc2c3c(nc4ccccc24)CCC3)cc1	-0.2	2	12	11	1	9	-9	2	4
COc1cccc(CNC(=O)C(C)n2ccc3cc(S(=O)(=O)N4CCCCCC4)ccc32)c1 (stereo not given)	5.6	1	8	3	5	-3	5	-1	-1
CC(NC(=O)C1CCC(CNc2c(N3CCCCC3)c(=O)c2=O)CC1)c1ccccc1 (stereo not given)	0.2	-3	-1	2	-3	6	17	1	-3
Clc1ccccc1-c1nc(N/N=C/c2cccnc2)c2ccccc2n1	1.3	-11	-10	67*	4	-1	3	1	-2
CC1(C)SC(=S)N(/N=C/c2ccccc2O)C1N(O)C(=O)Nc1ccccc1 (stereo not given)	4.5	-3	-2	3	-5	0	3	-2	1
